FID counter: counter-screen for HCV NS3 helicase inhibitors: DNA intercalator displacement; inhibition, % at 7.9 µM; DNA fluorescent intercalator displacement, fluorescence; actives 0.17% (n = 290,000); in the data active = inhibition above about 37%;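 note: 0% = vehicle and 100% = reference compound; higher means more ethidium bromide displaced from hairpin DNA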
HCV NS3 hel inh: blocks Hepatitis C virus NS3 helicase unwinding. actives 0.56% (n = 290,000). NS3 helicase DNA unwinding, Cy5 molecular beacon fluorescence. inhibition, % at 10.9 µM;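 active = inhibition above the mean of all tested compounds plus 3 SD, set per campaign, cut at about 35% in these data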;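 note: 0% = DMSO wells and 100% = thioflavine S control wells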
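Assay system: hepatitis C virus NS3 helicase domain fragment enzyme. Also added: annealed dual-labelled DNA beacon duplex, ATP-started. Timing: 1 h reaction at 25 °C, ATP-initiated. Technique: Cy5 fluorescence at 0 and 60 min, beacon hairpin quenching. Evaluation: % inhibition of unwinding. Replication: one well per compound.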
p-CIP stab down: lowers stability of the mouse p/CIP coactivator protein; Q05BA5; actives 0.01% (n = 290,000); decrease of EGFP signal, % at 10 µM; F442A p/CIP-EGFP cells, EGFP fluorescence, 16 h;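 active = EGFP signal decrease of at least 30% at 10 µM or well 3 SD below plate mean, unless failing retest; inactive = the rest, including hits failing retest or dose response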; note: some compounds called inactive have numbers as strong as hits; many of its hits are not listed in these tables
IMP-1 inh: inhibitors of Pseudomonas aeruginosa IMP-1 metallo-beta-lactamase. purified IMP-1, nitrocefin hydrolysis, epi-absorbance fluorescence. inhibition, % at 5.6 µM. actives 0.45% (n = 290,000);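 active = inhibition above the mean plus 3 SD of all compounds in the same screening run, cut at about 4.5% in these data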;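 note: 0% = IMP-1 with DMSO and 100% = DMSO wells lacking enzyme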
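System – purified recombinant IMP-1 beta-lactamase · Input – IMP-1 dispensed at 0.2 nM · Timing – 15 min preincubation plus 25 min reaction at 25 °C · Signal – Epi-absorbance fluorescence, 480 nm excitation, 530 nm emission · Measure – percent IMP-1 inhibition derived from blank-referenced optical density · Controls – Enzyme-plus-DMSO low control, enzyme-free DMSO high control · Replication – singlicate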
VIM-2 inh: inhibitors of Pseudomonas aeruginosa VIM-2 metallo-beta-lactamase; AID 1527; purified VIM-2, nitrocefin hydrolysis, epi-absorbance fluorescence; inhibition, % at 5.6 µM; actives 0.89% (n = 290,000);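 active = inhibition above the mean of all tested compounds plus 3 SD, cutoff set per screening run, cut at about 7.5% in these data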;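 note: red hydrolysis product quenches plate fluorescence so inhibitors raise well fluorescence; 0% = enzyme with DMSO and 100% = DMSO without enzyme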
UBC9 SUMO inh: blocks human SUMOylation mediated by UBC9. inhibition, % at 35 µM. HTRF SUMOylation assay, SAE1/SAE2 + UBC9, in vitro. actives 0.36% (n = 290,000); in the data active = inhibition above about 50%, passing the limit was not always enough; note: strong numbers were not always called active
Target sequence (P63279 whole entry, looked up): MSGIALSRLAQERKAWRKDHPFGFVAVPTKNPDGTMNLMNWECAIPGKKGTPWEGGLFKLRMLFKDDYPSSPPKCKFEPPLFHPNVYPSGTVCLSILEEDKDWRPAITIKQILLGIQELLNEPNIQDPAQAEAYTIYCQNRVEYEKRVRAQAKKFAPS
PHOSPHO1 block: blocks human PHOSPHO1 phosphatase activity | recombinant PHOSPHO1, absorbance phosphatase assay | inhibition, % at 13.3 µM | actives 1.1% (n = 290,000) | AID 1565; in the data active = inhibition above about 60%
Target sequence (Q8TCT1 whole entry, looked up): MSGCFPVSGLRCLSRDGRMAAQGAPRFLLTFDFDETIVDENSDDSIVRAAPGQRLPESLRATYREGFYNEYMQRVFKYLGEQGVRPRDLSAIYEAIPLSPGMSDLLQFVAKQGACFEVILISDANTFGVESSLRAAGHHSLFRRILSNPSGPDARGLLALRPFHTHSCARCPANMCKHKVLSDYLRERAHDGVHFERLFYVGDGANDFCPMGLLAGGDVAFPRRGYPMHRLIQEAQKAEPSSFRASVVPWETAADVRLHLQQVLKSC
IDE act: IDE (human) activation, cell-based; AID 493087; HEK cells, FAbeta-B cleavage, fluorescence polarization; 0% vehicle, 100% cell-free pure enzyme wells; actives 0.073% (n = 340,000); P14735; activation, % at 5.96 µM;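 active = activation above the mean of all tested compounds plus 3 SD, set per screening campaign, cut at about 17% in these data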
MEKK3 PB1 HTS: MEKK3-MEK5 PB1 interaction, increase or decrease; Q99759; bead-based flow cytometry, Alexa488-MEK5 binding to MEKK3; actives lie on both sides; 0 = blocked by unlabeled MEK5, 100 = vehicle; binding response (% of control), % at 10 µM; actives 1.4% (n = 290,000);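 active = binding response more than 3 SD above or below the average of its plate-row segment, actives on both sides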;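 note: Alexa488 bead fluorescence after subtracting the streptavidin-only scavenger bead signal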
Target sequence (Q99759 whole entry, looked up): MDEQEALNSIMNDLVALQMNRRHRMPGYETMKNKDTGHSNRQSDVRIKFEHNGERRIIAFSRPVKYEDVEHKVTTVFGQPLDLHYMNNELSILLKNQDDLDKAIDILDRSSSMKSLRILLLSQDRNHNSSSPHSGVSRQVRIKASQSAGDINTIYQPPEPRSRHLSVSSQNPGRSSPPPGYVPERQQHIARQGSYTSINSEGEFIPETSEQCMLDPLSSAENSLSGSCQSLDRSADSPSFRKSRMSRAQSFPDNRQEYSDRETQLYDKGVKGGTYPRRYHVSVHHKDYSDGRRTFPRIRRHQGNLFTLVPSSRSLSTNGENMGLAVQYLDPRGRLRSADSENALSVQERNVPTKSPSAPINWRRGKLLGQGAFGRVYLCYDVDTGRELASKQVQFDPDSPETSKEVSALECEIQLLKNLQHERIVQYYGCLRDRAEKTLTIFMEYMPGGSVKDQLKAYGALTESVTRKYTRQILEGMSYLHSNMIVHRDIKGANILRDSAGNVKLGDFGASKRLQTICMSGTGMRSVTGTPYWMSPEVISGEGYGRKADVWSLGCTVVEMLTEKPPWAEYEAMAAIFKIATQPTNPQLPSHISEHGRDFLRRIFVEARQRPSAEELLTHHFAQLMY
Active calls of the source: *; x = no result given. Not all compounds are listed; rates above refer to the full screens.

Order of values: FID counter | HCV NS3 hel inh | p-CIP stab down | IMP-1 inh | VIM-2 inh | UBC9 SUMO inh | PHOSPHO1 block | IDE act | MEKK3 PB1 HTS
COCCN(C(=O)CCC(=O)Nc1ccccn1)C(C(=O)NC(C)C)c1ccc(C)cc1 (stereo unspecified)
 : -32.0 | 9.6 | 1.8 | -3.5 | -2.4 | 8.1 | 6.5 | 4.8 | 98.0
O=C(CCc1ccc(S(=O)(=O)N2CCOCC2)cc1)Nc1ccc(N2CCOCC2)cc1
 : -9.7 | -1.3 | 0.9 | -1.9 | -0.2 | -3.0 | 21.3 | -2.8 | 98.0
CCN(c1ccccc1)S(=O)(=O)c1ccc(Cl)c(NC(=O)COC(=O)C2CC2C)c1 (stereo unspecified)
 : -24.9 | -3.5 | 0.5 | -4.0 | 0.3 | -3.6 | 24.1 | 3.8 | 86.0
COC(=O)CCC/C=C1/SCC(NC(=O)c2ccccc2)C1O (stereo unspecified)
 : -11.6 | 2.6 | -31.8 | -8.0 | -2.5 | 10.7 | 21.3 | 0.9 | 95.0
O=c1c2ccccc2n(Cc2cccc(F)c2)c(=O)n1C1CCCC1
 : -9.9 | 1.1 | -11.1 | -2.2 | -2.3 | -10.0 | 19.9 | -3.5 | 104.0
Cc1ccc2nsnc2c1S(=O)(=O)NCc1ccncc1
 : 0.9 | -4.5 | -3.8 | -3.7 | -3.6 | -2.3 | 5.3 | 1.0 | 111.0
CCC(C(=O)N1CCc2cc(OC)c(OC)cc2C1)c1ccccc1 (stereo unspecified)
 : -14.8 | 12.3 | -4.3 | -1.2 | -2.2 | 0.2 | 0.2 | 1.9 | 103.0
O=C(Nc1ccccc1C(=O)N/N=C/c1ccncc1)c1ccccc1
 : -10.7 | 17.1 | 10.3 | -4.2 | -4.0 | 14.2 | -20.5 | 2.6 | 104.0
COC(=O)c1ccc(N(CC(=O)NC2CCCC2)C(=O)CNC(=O)c2cccs2)cc1
 : -29.8 | 6.2 | -20.3 | -1.4 | -1.4 | 9.4 | 18.7 | 4.1 | 102.0
COc1cc(OC)c(-c2nnc3n(CCc4ccccc4)c(=O)c4ccccc4n23)cc1OC
 : -30.8 | 4.1 | -5.8 | 0.0 | -3.5 | 11.4 | -0.6 | x | 123.0
CC1CCN(c2c(NCc3ccc(C(=O)N4CCc5ccccc54)cc3)c(=O)c2=O)CC1
 : -6.8 | 1.2 | -15.6 | -3.3 | -1.2 | 3.6 | 2.7 | -32.3 | 110.0
Cn1c(CN2CCOCC2)nnc1SCC(N)=O
 : -1.4 | -3.6 | 14.7 | 0.7 | -0.6 | -8.0 | 3.8 | 0.2 | 103.0
Cc1ccc(NS(=O)(=O)c2c(C(=O)N3CCCCCC3)c(C)n(C)c2C)c(Cl)c1
 : -42.5 | -3.2 | -13.1 | -0.3 | 0.0 | 16.0 | 19.9 | -2.1 | 97.0
C[C@@H](C(=O)NCC1CCCO1)N1C(=O)N2CCc3c([nH]c4ccccc34)[C@@]2(C)C1=O (stereo partly specified)
 : -26.1 | -16.2 | 4.2 | -4.2 | -2.4 | 4.0 | 28.6 | 0.3 | 100.0
S=C(c1ccc2c(c1)OCO2)N1CCOCC1
 : -6.0 | -0.4 | -8.5 | -2.1 | -2.2 | 16.3 | 33.4 | 7.8 | 102.0
O=C(CCCN1C(=O)/C(=C/c2ccccc2Cl)SC1=S)NNC(=O)c1ccccc1Cl
 : -6.6 | -1.7 | 0.1 | 0.2 | 2.4 | -6.9 | 1.8 | 3.0 | 95.0
Cc1cc(C)c(NC(=O)C(C)OC(=O)c2cc(Br)c(Br)s2)c(C)c1 (stereo unspecified)
 : -1.1 | 0.2 | 1.1 | -4.6 | -3.6 | -9.1 | 12.1 | 2.0 | 94.0
Cc1ccc2cc(CN(C(=O)c3ccco3)c3ccccc3)c(=O)[nH]c2c1
 : -35.9 | 2.2 | -3.1 | -3.4 | -5.9 | 1.2 | 15.9 | -6.1 | 93.0
Cc1[nH]c2ccccc2c1/C=C(\C#N)C(=O)NC(C)c1ccccc1 (stereo unspecified)
 : 9.5 | -11.7 | -4.9 | -0.7 | -0.5 | 13.0 | 94.5* | 6.5 | x
COc1ccccc1C/C(N)=N/OC(=O)c1cccc([N+](=O)[O-])c1
 : 3.1 | 1.1 | -8.9 | -0.2 | 0.4 | 2.6 | -3.4 | 10.7 | 102.0

4 records drawn at random from the list so far:
Order of values: FID counter | HCV NS3 hel inh | p-CIP stab down | IMP-1 inh | VIM-2 inh | UBC9 SUMO inh | PHOSPHO1 block | IDE act | MEKK3 PB1 HTS
O=C(CCCN1C(=O)/C(=C/c2ccccc2Cl)SC1=S)NNC(=O)c1ccccc1Cl
 : -6.6 | -1.7 | 0.1 | 0.2 | 2.4 | -6.9 | 1.8 | 3.0 | 95.0
Cc1cc(C)c(NC(=O)C(C)OC(=O)c2cc(Br)c(Br)s2)c(C)c1 (stereo unspecified)
 : -1.1 | 0.2 | 1.1 | -4.6 | -3.6 | -9.1 | 12.1 | 2.0 | 94.0
S=C(c1ccc2c(c1)OCO2)N1CCOCC1
 : -6.0 | -0.4 | -8.5 | -2.1 | -2.2 | 16.3 | 33.4 | 7.8 | 102.0
CC1CCN(c2c(NCc3ccc(C(=O)N4CCc5ccccc54)cc3)c(=O)c2=O)CC1
 : -6.8 | 1.2 | -15.6 | -3.3 | -1.2 | 3.6 | 2.7 | -32.3 | 110.0

Next structures follow.
Order of values: FID counter | HCV NS3 hel inh | p-CIP stab down | IMP-1 inh | VIM-2 inh | UBC9 SUMO inh | PHOSPHO1 block | IDE act | MEKK3 PB1 HTS
CC(=O)OCCN(C)c1cc(SC(C)C)c2nonc2c1[N+](=O)[O-]
 : 4.7 | -4.5 | -4.4 | -2.7 | -1.1 | 11.3 | 8.4 | 0.3 | 98.0
CCOC(=O)C(=CNc1ccc(-c2ccco2)c(Cl)c1)C(=O)OCC
 : -25.2 | 42.0* | -3.5 | 6.4* | 0.9 | 29.8 | 15.7 | 5.3 | 93.0
CCOC(=O)C1=c2s/c(=C\c3ccncc3)c(=O)n2C(N)=C(C(=O)OC)C1c1ccncc1 (stereo unspecified)
 : -7.0 | -0.3 | 6.8 | -0.4 | 0.4 | 3.7 | 8.0 | 5.0 | 107.0
O=C(COC(=O)CCc1c[nH]c2ccccc12)NC(c1ccccc1)c1ccccc1
 : -17.6 | 9.7 | -4.5 | -3.3 | 3.3 | -22.8 | -13.9 | 4.7 | 136.0*
O=C(NCC1CCCO1)c1cc(-c2ccc(Cl)cc2Cl)on1 (stereo unspecified)
 : -15.7 | -6.7 | -14.8 | -1.7 | 0.1 | 0.9 | 40.7 | 4.2 | 99.0
CCC(C)NC(=O)Cc1ccc(-c2ccccc2)cc1 (stereo unspecified)
 : -8.6 | 4.0 | 6.2 | 0.7 | -1.6 | 1.1 | 23.3 | -1.2 | 102.0
Cc1ccc(-c2nn3c(C)nnc3s2)cc1NC(=O)c1ccc(-c2ccc(Cl)cc2Cl)o1
 : -9.0 | 19.3 | 4.4 | -1.2 | -1.0 | 44.5 | 23.2 | 8.1 | 100.0
O=C(Nc1ccc2cn[nH]c2c1)c1ccc(S(=O)(=O)N2CCOCC2)cc1
 : -4.4 | -19.7 | 3.5 | -1.6 | 0.9 | -0.7 | 17.0 | -0.6 | 98.0
Cc1ccc(C)c(N(CC(=O)N(C)C)S(C)(=O)=O)c1
 : -2.9 | 7.5 | 11.3 | -4.5 | -1.2 | -20.2 | -7.9 | 4.8 | 100.0
COc1ccc(NC2=Nc3cccc4cccc2c34)cc1
 : 6.5 | -3.9 | -12.6 | -0.5 | 0.8 | -6.1 | -4.0 | -2.0 | 99.0
CN1CCN(Cc2c(O)c(Cl)cc3c(-c4ccccc4)cc(=O)oc23)CC1
 : 0.0 | 15.5 | -2.9 | 0.0 | -0.7 | 30.5 | -17.2 | -3.6 | 93.0
COc1cc(NC(=O)c2ccc(F)cc2)c(OC)cc1NC(=O)CN1CCCCC1
 : 1.4 | 19.1 | -3.0 | -1.3 | -0.9 | 7.8 | 8.0 | -1.2 | 102.0
CCn1cc(/C=C/C(=O)Nc2ccn(Cc3c(F)c(F)c(F)c(F)c3F)n2)cn1
 : -20.5 | 3.4 | -4.6 | -3.1 | -2.3 | -2.3 | -3.4 | -2.5 | 102.0
Cc1cc(C)cc(OC(=O)COc2ccccc2C)c1
 : -21.1 | 0.5 | -0.3 | -0.4 | 0.1 | 4.0 | x | 1.2 | 100.0
C=CCn1c(NCCOC)nc2c1c(=O)n(C)c(=O)n2C
 : -2.0 | -3.5 | -0.2 | 2.7 | -1.1 | 15.0 | 12.7 | 4.1 | 106.0
CC(C)(C)NC(=O)C(c1ccncc1)N(C(=O)Cn1nnc(-c2ccc(F)cc2)n1)c1ccccc1F (stereo unspecified)
 : -10.7 | 12.7 | 1.6 | -2.1 | -0.2 | -11.7 | 7.5 | 2.8 | 93.0
COc1ccc(NC(=O)c2ccc(C)cc2)cc1
 : -6.0 | -10.2 | -10.3 | -6.3 | -2.4 | -1.8 | 40.8 | 3.1 | 102.0
Cc1ccc(S(=O)(=O)Nc2cc3c(cc2N2CCOCC2)n(C)c(=O)c(=O)n3C)cc1
 : -7.0 | -4.4 | 0.7 | -0.8 | 0.1 | 10.8 | 29.3 | -4.9 | 100.0
O=C(NCCCn1ccnc1)/C(=C\c1ccco1)NC(=O)c1ccco1
 : -0.4 | -3.4 | -3.1 | -1.5 | -1.0 | 7.7 | -19.6 | 1.8 | 110.0
C=CCn1cc(C(=O)c2cc(Br)ccc2O)cc(C#N)c1=O
 : -5.9 | 12.3 | -0.7 | -0.8 | -1.4 | 20.8 | 43.6 | -1.2 | 91.0
COc1ccc(C2(O)CCN(C(=O)c3c(F)cccc3F)CC2)cc1
 : -5.2 | -2.4 | -2.7 | -0.6 | -1.9 | 18.1 | -8.1 | 1.0 | x
NC(=O)c1ccc(/C=N/O)nc1
 : 0.2 | -2.6 | 11.2 | -3.1 | -3.6 | -1.2 | -23.7 | 0.4 | 103.0
Cc1ccc(/C=C(\CCC(=O)O)c2nc3ccccc3s2)cc1[N+](=O)[O-]
 : -20.3 | 10.1 | -7.5 | -1.5 | 8.8* | 10.7 | -8.1 | -3.2 | 99.0
O=C(C(=O)N1CCN(c2ccccc2)CC1)c1cn(CC(=O)N2CCCCCC2)c2ccccc12
 : -43.0 | -9.8 | -12.3 | -2.3 | -1.7 | -1.7 | 42.7 | 2.7 | 97.0
Cc1cc(N2C(=O)CC(Cc3ccc(Cl)cc3)C2=O)no1 (stereo unspecified)
 : -4.8 | 0.0 | 4.1 | -2.0 | -1.6 | -3.5 | 7.7 | 4.5 | 63.0
COc1ccc(NC(=O)Nc2cccs2)cc1Cl
 : 4.8 | 5.8 | -10.3 | -2.1 | -2.0 | 11.0 | -12.6 | -0.3 | 101.0
COc1cc(C(=O)NCC(=O)N/N=C/c2c(C)[nH]c3ccccc23)cc(OC)c1OC
 : -15.5 | -2.7 | 6.1 | -3.2 | -4.5 | -4.4 | 27.7 | 0.5 | 97.0
CCOC(=O)C1=C(CC)Nc2ccccc2N=C1NC(=O)CCN1C(=O)C2CCCCC2C1=O (stereo unspecified)
 : -22.1 | 1.0 | 1.9 | -1.6 | -2.3 | -1.8 | 16.2 | 3.5 | 98.0
